# Assay outcomes: PubChem BioAssay, Small Molecule Screening Facility, UW Madison
# RMI FANCM FP = RMI-FANCM interaction inhibition; 0.58% of 70,000 active; AID 1159607; FP signal (polarization) at 33 µM; Fluorescence polarization, RMI core complex with F-MM2 peptide; hits give low values; in the data active = FP signal below about 40; note: inactives centre near 61; strong numbers were not always called active; unit not given here
# * hit, by the source's call; & = joins results of further samples. Some of the compounds tested, so the mix of outcomes need not match the whole.
canonical_smiles	RMI FANCM FP
COc1cccc(-c2nc(CSc3nc(-c4cccc(Cl)c4)cc(=O)[nH]3)c(C)o2)c1OC	71
CCOc1ccc(-c2cc(-c3nc(-c4cccc(C)c4)no3)[nH]n2)cc1	74
CC(C)N1CCC(CNS(=O)(=O)c2ccc(C(C)(C)C)cc2)CC1	83
Cc1ccc(NC(=O)CSc2nc3c(sc4ncccc43)c(=O)n2Cc2ccccc2)cc1F	118
O=S(=O)(NCCn1ncc2c(N3CCOCC3)ncnc21)c1ccccc1	57
O=[N+]([O-])c1ccc(CSc2cccs2)cc1	58
NC(=O)C[n+]1cccc(Br)c1	60
CC(C)CCN1C(=O)C(C)(C)COc2ccc(NS(=O)(=O)c3ccccc3Cl)cc21	57
C[C@@H]1CN(CCCn2c3ccccc3c3ccccc32)C[C@H](C)N1	81
Cc1ccc(/C=N\N=C2\NC(=O)CS2)o1	57

# 3 entries picked at random from those above, as already listed:
canonical_smiles	RMI FANCM FP
CC(C)CCN1C(=O)C(C)(C)COc2ccc(NS(=O)(=O)c3ccccc3Cl)cc21	57
Cc1ccc(NC(=O)CSc2nc3c(sc4ncccc43)c(=O)n2Cc2ccccc2)cc1F	118
O=[N+]([O-])c1ccc(CSc2cccs2)cc1	58

# Continued:
canonical_smiles	RMI FANCM FP
NS(=O)(=O)c1ccc(NC(=O)CCCn2nc(-c3ccc(Cl)cc3)ccc2=O)cc1	68
O=C(NCCN1CCN(c2ccccc2F)CC1)C(=O)NCc1cccs1	64
Cc1ccc(N2CCn3c2nnc(C(=O)NCc2ccccn2)c3=O)cc1	55
Cc1[nH]c(=O)[nH]c(=O)c1CCc1nnc(SCC(=O)Nc2ccccn2)o1	59
NC(=O)c1nn(-c2ccccc2)c(=O)cc1O	59
COc1ccc(C(C)(C)C)cc1S(=O)(=O)N1CCCCCC1	68
Cc1c(C(=O)O/N=C(/N)c2ccc(C(F)(F)F)cc2)oc2ccccc12	63
CCN(c1ccccc1)c1cc2ccccc2c(=O)[nH]1	46
CCn1c(C)cc(=O)c2cc(Br)ccc21	91
COc1cc(C)c(Cc2cnc(N)nc2N)cc1OC	56
CCS(=O)(=O)c1ccc(C(=O)N(CCn2cccn2)c2nc3ccccc3s2)cc1	61
CCN(CC)CCC1S(=O)(=O)CC(c2ccccc2)CS1(=O)=O (stereo not given)	54
COc1ccccc1-c1ccc(N2CCC(C(=O)Nc3ccccn3)CC2)nn1	60
CCN(CC)c1ccc(NC(=O)CCc2c(C)nn(-c3nc(C)cc(=O)[nH]3)c2C)c(C)c1	63
O=C(NCC1CCCO1)C(=O)Nc1cc2c3c(c1)CCN3C(=O)CC2 (stereo not given)	54
O=S(=O)(c1ccc(Br)cc1)c1nc(-c2ccccc2)oc1NCc1ccco1	65
CN(C)S(=O)(=O)c1ccc(C(=O)Cl)cc1	56
O=C(CC1CCCCN1S(=O)(=O)c1cccs1)NCc1ccco1 (stereo not given)	54
COC(=O)c1c(C)oc(C)c1S(=O)(=O)N1CCCc2ccccc21	53
Cn1c(SCC(=O)NCc2ccc(F)cc2)nnc1-c1c[nH]c2ccccc12	60
O=C(O)CCC(=O)Nc1ccc2c(c1)OCCCO2	51
COc1c(O)cccc1O	58
CN(C)CCN(C(=O)c1ccnn1C)c1nc2ccccc2s1	72
COc1ccc(CNC(=O)c2c(O)c3ccccc3n(-c3ccccc3)c2=O)cc1	60
C=CCn1c(SCc2c(C)noc2C)nc2sc3c(c2c1=O)CCC3	67
Cn1ccc(C(=O)N(Cc2ccccc2)c2nc3ccc(Cl)cc3s2)n1	78
O=C1CNC(=S)N1CCC(c1ccccc1)c1ccccc1	65
Cc1cccc(Cn2c(CN3CC(C)CC(C)C3)nc3c2c(=O)n(C)c(=O)n3C)c1 (stereo not given)	58
Nc1ncnc2c1ncn2C1OC(CO)[C@H](O)C1O (stereo not given in full)	63
CC(C)CS(=O)(=O)Nc1ccc2c(c1)CCC(=O)N2C	61
O=C(c1ccno1)N(CCN1CCOCC1)c1nc2c(Cl)cccc2s1	67
Cc1c(CN2CCN(c3ccc(C(F)(F)F)cn3)CC2)sc2ccccc12	54
O=C(C1CCCN1S(=O)(=O)c1ccc(Cl)s1)N(Cc1ccccc1)c1nc2c(F)cccc2s1 (stereo not given)	67
COC(=O)c1sccc1S(=O)(=O)Nc1ccc(OC)cc1OC	64
CC(=O)c1ccc(NC(=O)CSc2nnc(CCc3c(C)[nH]c(=O)n(C)c3=O)o2)cc1	61
CC1CCC(C(C)C)C(OP(=O)(OC2CC(C)CCC2C(C)C)C(Nc2ccccc2)c2ccccc2)C1 (stereo not given)	65
O=C(Nc1ccc(Cl)cc1)c1sccc1S(=O)(=O)N1CCN(c2ccc(F)cc2)CC1	78
Cc1cc(=O)[nH]c2c1c(-c1cccs1)nn2C	52
CC(C)(C)C(=O)Nc1nc2c(F)cc(F)cc2s1	59
Cc1ccccc1C(=O)Nc1ccc2c(c1)N(C)C(=O)C(C)(C)CO2	67
O=S(=O)(Cc1ccccc1Cl)NCc1ccsc1	68
CC(=O)c1cnn(C(=O)c2ccccc2-n2cccc2)c1C	59
CS(=O)(=O)N1CCN(c2ccc3nncn3n2)CC1	66
O=C(CSc1nnc(C23CC4CC(CC(C4)C2)C3)n1-c1ccccc1)c1ccc(F)cc1	97
COCC(=O)N1CCCc2ccc(NS(=O)(=O)c3ccc(OC)cc3C)cc21	72
COc1cccc(NC(=O)Nc2ccc(S(=O)(=O)Nc3cc(C)on3)cc2)c1	57
COc1ccc(S(=O)(=O)Nc2ccc3c(c2)N(C(=O)C(C)(C)C)CC3)cc1	66
Cc1cc(=O)n2c(-c3ccc(Cl)cc3)csc2n1	59
COc1ccc(Cl)c2sc(N(CCCN3CCOCC3)C(=O)c3ccno3)nc12	69
COC(=O)c1sc(-c2ccccc2)cc1N	70

# Later entries
canonical_smiles	RMI FANCM FP
Cc1[nH]c(=O)[nH]c(=O)c1CCc1nnc(SCC(=O)Nc2ccc3c(c2)OCCO3)o1	61
Cc1ccc(S(=O)(=O)NCCCn2nc(-c3ccccc3)ccc2=O)s1	63
O=C(Nc1ccc(SCc2cccc(Cl)c2)nn1)C1CC1	67
CN(C)c1ccc(C(=S)N2CCN(C(=O)Nc3cccc(Cl)c3)CC2)cc1	60
Cc1cccc(C(=O)NCC2CCN(Cc3cccs3)CC2)c1	75
Cc1ccc(NC(=O)CSc2ccc3nnc(CCNC(=O)c4ccc(F)cc4)n3n2)cc1Cl	64
C=CCc1cccc2cc(C(=O)N3CCN(c4c(C)cccc4C)CC3)c(=O)oc12	91
CC(=O)O[C@H]1C[C@@]2(C)[C@@H](C[C@@H](O)[C@H]3[C@@]4(C)CC[C@@H](O)[C@@H](C)C4CC[C@@]32C)/C1=C(\CCC=C(C)C)C(=O)O (stereo not given in full)	60
O=C(Nc1nc(-c2ccc3c(c2)OCO3)cs1)c1ccccc1Br	59
Cc1cccc(CS(=O)(=O)Nc2ccc3c(c2)N(CCC(C)C)C(=O)C(C)(C)CO3)c1	68
Cc1ccc(C)c(NC(=O)CSc2ncc(S(=O)(=O)c3cccc(Cl)c3)c(=O)[nH]2)c1	65
O=C(NCCCn1nc(-c2ccco2)ccc1=O)Nc1ccc2c(c1)OCO2	66
O=S(=O)(c1ccc(F)cc1)N1CCN(c2ccc3nnc(C4CC4)n3n2)CC1	65
O=C(CNC(=O)c1ccccc1)N/N=C\c1ccccc1F	60
O=C(c1ccc(S(=O)(=O)NCC2CCCO2)cc1)N1CCN(c2ccccc2)CC1 (stereo not given)	61
CSc1nn(CC(=O)Nc2ccc(Cl)cc2)c(N)c1-c1nc(-c2ccc3c(c2)OCO3)no1	188
Cc1cc(NC(=O)COc2ccccc2)on1	63
Nc1nc(CCC(=O)O)cs1	68
CC1(C)CC(=O)C=C(SCC(=O)c2ccc(Cl)cc2)S1	63
C=CCN1C(=O)C(C)(C)COc2ccc(NC(=O)c3cc(OC)cc(OC)c3)cc21	67
CCCn1c(=O)c(-c2noc(-c3ccc(Cl)cc3)n2)nn(-c2ccccc2)c1=O	57
COc1ccc(C(=O)/C=C/Sc2nc3ccccc3o2)cc1	55
O=C(Cn1cccc(-c2nc(-c3ccccc3)no2)c1=O)Nc1ccc(Cl)c(C(F)(F)F)c1	162
COc1ccc(CCNC(=O)c2ccc3nccnc3c2)cc1OC	57
NCCS	59&52
COc1ccccc1CNC(=O)Cn1cccc(-c2nc(-c3ccc(Br)cc3)no2)c1=O	116
CS(=O)(=O)c1ccccc1C(=O)Nc1sc(-c2ccccc2)cc1C(N)=O	60
CC(=O)Nc1cccc(NC(=O)CSc2ccc(-c3sc(-c4cccnc4)nc3C)nn2)c1	72
COc1ccccc1NC(=S)N1CC(C)(C)C1=O	62
CN(C)CCOc1ccc(/C(=C(/CCCl)c2ccccc2)c2ccccc2)cc1	77
O=C1C(NS(=O)(=O)c2ccccc2)=CC(=NS(=O)(=O)c2ccc(F)cc2)c2ccccc21	58
CC12C(=O)N(Cc3ccccc3)C(=O)C1C1C=CC2C1 (stereo not given)	54
COC(=O)C1=C(NC(=O)COc2ccc3ccccc3c2)CCS1	60
CCc1cccc(NC(=O)Cn2cnc3c([nH]c4ccccc43)c2=O)c1	130
O=C(NCCCN1CCCC1=O)C(=O)NC1CCCC1	56
COc1cc2c(cc1OC)CN(S(=O)(=O)c1cccc(F)c1)CC2	55
O=C(COc1ccc(Cl)cc1Cl)Nc1nnc(-c2ccco2)o1	61
COc1ccc(-n2c(CSc3nc(-c4cccs4)cn3-c3ccc(C)cc3)n[nH]c2=S)cc1	53
CSc1nc2nccc(NC(=O)c3cccc(C)c3)n2n1	62
CN(C)c1ccc(/C=C(\C#N)C(=O)c2cccs2)cc1	88
CSc1nnc(Cn2c(=O)sc3ccccc32)n1-c1cccc(C(F)(F)F)c1	55
Cc1nc(N)sc1-c1n[nH]c(=S)n1C	55
COc1ccc(C(=O)CSc2nnc3n2CCCN3C(=O)c2cccc([N+](=O)[O-])c2)cc1	49
Cc1nc(-c2nc(-c3ccnc(SCC(=O)Nc4ccc(C(C)C)cc4)n3)cs2)cs1	62
CC(=O)c1c(C)cc2cc(C)cc(O)c2c1O	48
Cc1c(C(=O)NCCS(=O)(=O)N2CCN(c3ccccc3)CC2)cccc1[N+](=O)[O-]	67
O=C(NCC1CCN(Cc2ccco2)CC1)C(=O)Nc1ccc(F)cc1F	72
CC(C)(CC(=O)N1CCN(c2ccccc2F)CC1)CC1=NS(=O)(=O)c2ccccc2N1	64
O=C(Nc1ccccc1)N1CCCCC1c1cccnc1 (stereo not given)	74
Cc1ccc(-n2cc(C(=O)NC3CCCCC3)nn2)cc1C	59

# More results follow:
canonical_smiles	RMI FANCM FP
CC1CN(S(=O)(=O)c2ccc(C(=O)N(CCN(C)C)c3nc4c(F)cc(F)cc4s3)cc2)CC(C)O1 (stereo not given)	69
CCOc1ccc(C(=O)c2oc3ccccc3c2NC(=O)c2snnc2CC)cc1	55
CNC(=O)C(=O)NCc1cccs1	63
Cc1ccc(S(=O)(=O)Cc2ccc(-c3nc(-c4ccc5c(c4)OCO5)no3)o2)c(C)c1	153
COc1ccc(-c2cc(=O)c3c(OC(C)=O)cc(OC(C)=O)cc3o2)cc1	60
Cc1ccc(CNC(=O)C(=O)c2cn(CC(=O)N3CCCCC3)c3ccccc23)cc1	56
CCc1ccc(-c2cc3c(SCC(=O)Nc4ccc(Cl)c(C(F)(F)F)c4)nccn3n2)cc1	134
O=c1c2nccnc2n(Cc2cccc(F)c2)c(=O)n1Cc1ccc(F)cc1	79
CCOC(=O)c1cc(NS(=O)(=O)c2ccccc2)ccc1N1CCCCC1	54&49
Cc1cc2cc([N+](=O)[O-])ccc2[nH]1	60
Cc1ccc(S(=O)(=O)N2CCN(Cc3cc(-c4ccccc4)ccc3O)CC2)cc1	55
N#C/C(=C\c1ccco1)C(=O)c1cccc(C(F)(F)F)c1	62
Cc1nc(-c2cccs2)sc1C(=O)NNC(=O)c1ccc(Cl)cc1	63
CC(=O)NS(=O)(=O)c1ccc(NC(=O)CCn2c(=O)oc3ccc(Cl)cc32)cc1	66
Cn1ccc(C(=O)Nc2ccccc2C#N)n1	69
O=C(C1CCCCC1)N(c1ccc(Br)cc1)C1C=CS(=O)(=O)C1 (stereo not given)	60
COc1ccc(NC(C)=O)cc1NC(=O)CCCn1nc(-c2ccccc2)ccc1=O	73
Cn1ccc(C(=O)N2CC(=O)Nc3ccccc32)n1	69
Cc1nc(-c2ccccc2)sc1C(=O)Oc1ccccc1N1CCOCC1	55
COc1ccc(NC(=O)Cn2c(=O)n(CCCCC(=O)NC(C)C)c(=O)c3ccccc32)cc1OC	65

# At a glance, five of the compounds above:
canonical_smiles	RMI FANCM FP
O=C(C1CCCCC1)N(c1ccc(Br)cc1)C1C=CS(=O)(=O)C1 (stereo not given)	60
COc1ccc(NC(C)=O)cc1NC(=O)CCCn1nc(-c2ccccc2)ccc1=O	73
Cn1ccc(C(=O)N2CC(=O)Nc3ccccc32)n1	69
Cc1nc(-c2ccccc2)sc1C(=O)Oc1ccccc1N1CCOCC1	55
COc1ccc(NC(=O)Cn2c(=O)n(CCCCC(=O)NC(C)C)c(=O)c3ccccc32)cc1OC	65

# Continuation:
canonical_smiles	RMI FANCM FP
O=C(O)COc1ccc2oc3ccccc3c(=O)c2c1	49
Cc1ccc(CS(=O)(=O)c2cn(CC(=O)NCc3cccs3)c3ccccc23)cc1	55
CN1CCN(C(CNC(=O)c2c(F)cccc2Cl)c2ccsc2)CC1 (stereo not given)	81
NC(=O)C1CCN(CC(=O)NCCc2ccccc2)CC1	65
COc1ccc(N2CC(NC(=O)Nc3nc4ccc(C)cc4s3)CC2=O)cc1OC (stereo not given)	62

# Single entries from the entries so far:
# RMI FANCM FP result of CN1CCN(C(CNC(=O)c2c(F)cccc2Cl)c2ccsc2)CC1 (stereo not given) is entered as 81
# RMI FANCM FP result of NC(=O)C1CCN(CC(=O)NCCc2ccccc2)CC1 is entered as 65
